# QS inhibitor: blocks AIP-induced quorum sensing reporter in S. aureus; S. aureus RN6390 RNAIII-GFP reporter, flow cytometry 3 h; inhibition, % at 2 µM; 24,000 tested, 0.3% active;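 active = share of bacteria positive for the green fluorescent reporter and its mean brightness both inhibited by 50% or more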;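 note: 0% = AIP-stimulated control and 100% = unstimulated bacteria without AIP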
# QS inhibitor GFP MFI %: also measured in QS inhibitor; calls as there; inhibition, %; measured here: inhibition of GFP MFI
# * = called active by the depositor.
# The first 2 entries, ahead of the listing:
Compound,QS inhibitor,QS inhibitor GFP MFI %
COc1cccc(C2CC(c3ccc(F)cc3)Nc3nc(N)nn32)c1 (centres undefined),-3.5,-17.4
Cc1ccc(-n2c(Cc3cccn3C)nnc2SCC(=O)NCc2ccc3c(c2)OCO3)cc1,5.2,13.8

# All compounds of this part, previewed entries included:
Compound,QS inhibitor,QS inhibitor GFP MFI %
COc1cccc(C2CC(c3ccc(F)cc3)Nc3nc(N)nn32)c1 (centres undefined),-3.5,-17.4
Cc1ccc(-n2c(Cc3cccn3C)nnc2SCC(=O)NCc2ccc3c(c2)OCO3)cc1,5.2,13.8
CCOC(=O)C1CCCN(Cc2nc(N)nc(Nc3ccc(C)cc3)n2)C1 (centres undefined),-1.1,-19.5
COc1ccc(C2C(C(=O)N3CCOCC3)c3ccccc3C(=O)N2c2ccc(OC)cc2)cc1 (centres undefined),-1.0,-7.3
CN1CCC(NC(=O)c2cccs2)CC1,0.8,3.5
O=C1Nc2c(Br)cc(Br)cc2C1(O)N1CCOCC1 (centres undefined),0.4,-6.3
CC1Cc2nc(SCC(=O)NCC3CCCO3)n(Cc3ccccc3)c(=O)c2S1 (centres undefined),-4.7,-19.1
CN(c1cccc(NS(=O)(=O)c2cccs2)c1)S(C)(=O)=O,1.1,12.8
CC(C)NC(=O)C1CCN(Cc2cnn(-c3ccccc3)c2-n2cccc2)CC1,1.5,3.9
COc1ccc(OC)c(NC(=O)CSc2nnc(Cc3cccn3C)n2CCc2ccccc2)c1,2.5,6.1
CC12C=CC3(CN(Cc4ccccc4)C(=O)C3C1C(=O)NC1CC1)O2 (centres undefined),1.2,28.6
O=C(c1ccco1)N1CCN(C/C=C/c2ccccc2)CC1,3.2,30.8
CCOC(=O)c1sc(NC(=O)C(CC)Sc2nnc3c4ccccc4n(CC)c3n2)nc1C (centres undefined),2.7,-13.5
Cc1ccc(Cl)cc1N1CCN(C(=O)C2CCN(S(=O)(=O)c3cccnc3)CC2)CC1,-1.7,-2.0
O=C(C1CC1)N1CCc2cc(Br)cc(S(=O)(=O)NCCN3CCOCC3)c21,-4.5,-17.0
CC1(C)CC(O)C(CCC(O)c2ccccc2)C(C)(C)N1 (centres undefined),-3.7,-7.2
COc1cccc(-c2cc(C(=O)NC3CCCC3)no2)c1,4.0,11.2
CC(=O)c1ccc(NC(=O)CSc2nc3nc(C)cc(C)n3n2)cc1,-3.9,-16.5
Cc1noc(C)c1S(=O)(=O)N(CCc1ccccc1)Cc1ccccc1,7.0,10.1
COc1ccc(NC(=O)CCNC(=O)Cn2ccc3ccccc3c2=O)c(OC)c1,-1.1,-13.6
COc1cccc(-c2nn(C)c3sc(C(=O)N4CCOCC4)cc23)c1,0.0,28.0
Cc1ccc(CS(=O)(=O)CCC(=O)NCC2CCCO2)cc1 (centres undefined),1.2,10.1
CN(C)C(=O)c1ccc(COc2ccccc2Br)o1,-0.9,12.4
O=C(c1ccccc1)N1CCCCC(Sc2nnnn2-c2ccccc2)C1=O (centres undefined),0.5,52.8
Cc1cccc(NC(=O)c2ccccc2C(=O)O)c1,-3.6,-7.9
CCOC(=O)CNC(=O)Nc1nnc(-c2ccc(OCC)cc2)o1,-1.1,-14.0
CCCCOC(=O)C1C2C=CC3(CN(CCc4ccccc4)C(=O)C13)O2 (centres undefined),5.4,5.5
CSCCOC(=O)c1[nH]c2c(c1C)C(=O)CC(c1ccco1)C2 (centres undefined),-1.7,5.1
COc1ccc(N(CC(=O)N2CCc3ccccc3C2)S(=O)(=O)c2c(C)[nH]c(=O)[nH]c2=O)cc1,-5.4,-16.4
COc1ccc(O)c(C(=O)CC(=O)c2ccc(F)cc2)c1,1.4,6.2
CC(C)(C)NC(=O)COC(=O)c1ccc(O)cc1,-0.9,-51.6
O=C(NCCCn1ccnc1)c1csc2ccccc12,0.3,9.2
CC(=O)Nc1cccc(NC(=O)c2sc3ncn(CC(=O)N4CCCCC4)c(=O)c3c2C)c1,6.4,10.1
COc1ccc(-n2nc(C(=O)NCC(=O)N3CCN(c4ccccn4)CC3)c3ccccc3c2=O)cc1,12.1,41.8
CC1CCCN(C(=O)CN2CCN(C(=O)c3ccco3)CC2)C1 (centres undefined),-0.1,2.5
COc1ccc(-c2cc(C(F)(F)F)nc(SCC(=O)NCc3ccco3)n2)cc1OC,0.0,27.6
COC(=O)c1[nH]c2c(c1C)C(=O)CC(c1cc(OC)ccc1OC)C2 (centres undefined),-3.3,-39.5
CCOC(=O)c1[nH]c(C)c(CN(CCc2ccccc2)S(C)(=O)=O)c1C,4.2,8.3
COC(=O)c1cccc(S(=O)(=O)N2CCC(C)CC2)c1,0.3,21.9
Clc1ccc2nc(N3CCCCC3)sc2c1,-0.5,1.3
CC(=O)N1CCc2cc(S(=O)(=O)NC3CCCc4ccccc43)ccc21 (centres undefined),-2.0,-0.8
CCOC(=O)N1CCN(C(=O)Cn2c(=O)sc3ccccc32)CC1,-8.2,-21.4
COc1nnc(-c2ccc(C)c(S(=O)(=O)NCCO)c2)c2ccccc12,0.3,-0.7
COc1cccc(CN2C(=O)CCC2(C)C(=O)NC2CCCCCC2)c1 (centres undefined),-1.4,-12.5
CC(=O)N(c1ccc(Br)cc1)C1C=CS(=O)(=O)C1 (centres undefined),-0.5,-1.8
O=C1c2ccccc2C(=O)N1CC(O)Cn1nnc2ccccc21 (centres undefined),-1.5,-17.0
CCOc1ccc(NC(=O)CN(c2cc(C)cc(C)c2)S(=O)(=O)c2c(C)noc2C)cc1,2.5,3.7
COc1ccc(C(CC(=O)O)NC(=O)COc2ccccc2)cc1 (centres undefined),-0.4,-8.9
Cc1ccc(C2N(c3ccc(Cl)c(Cl)c3)C(=O)C3CCCN32)o1 (centres undefined),0.9,-0.5
Nc1ccc(C(=O)OCCCc2nc3ccccc3[nH]2)cc1,0.3,3.7
COc1ccc(C2CC(=O)NC3=C2C(=O)CCC3)cc1Cl (centres undefined),-4.7,-8.7
COCCCNC(=O)c1cc2c(=O)n(C)c3ccccc3c2n1C,-5.3,-10.2
CCN1CCN(CCCNC(=O)Cn2cc3c(n2)CCCC3)CC1,-1.4,-9.0
O=c1c2c(-c3ccccc3)csc2nc2n1CCC2,2.1,4.1
Cc1cc(NS(=O)(=O)c2ccc(NC(=O)COc3ccccc3C(C)C)cc2)no1,3.0,4.8
COCCCNC(=O)C1CC(=O)N(CCc2ccc(OC)c(OC)c2)C1 (centres undefined),-1.6,6.4
O=C1CC(/C=C/c2ccco2)=Nc2ccccc2N1,4.8,10.0
Cc1ccc(C)c(N(CC(=O)NCc2ccco2)C(=O)CCC(=O)Nc2ccccn2)c1,-2.9,-5.2
O=C1CC2CS(=O)(=O)CC2N1c1ccc(Oc2ccccc2)cc1 (centres undefined),-0.4,-7.9
Cc1ncc(CO)c2cc(S(=O)(=O)c3ccc(F)cc3)c(=O)oc12,-1.9,-2.0

# (next part)
Compound,QS inhibitor,QS inhibitor GFP MFI %
CCOC(=O)N1CCC(N2CC34C=CC(O3)C(C(=O)Nc3ccc(F)cc3)C4C2=O)CC1 (centres undefined),5.3,32.2
COc1cc2c(cc1OC)C(C)N(C(=O)CCN1C(=O)C3C4C=CC(C4)C3C1=O)CC2 (centres undefined),-1.2,-10.5
COc1cccc(-n2nnc3c(=O)n(Cc4ccccc4F)cnc32)c1,-3.8,-3.5
CCC(C)NC(=O)CS(=O)Cc1nc(-c2cccc(OC)c2)oc1C (centres undefined),-0.3,-1.9
O=C(O)c1cc(-c2ccccc2)nc2ccccc12,-3.7,-12.3
CCN(C(C)=O)c1nnc(CSc2nc3ccccc3s2)s1,2.8,9.0
COc1ccc(OC)c(NC2c3ccccc3C(=O)N2c2cccnc2)c1 (centres undefined),-5.1,-39.1
CCS(=O)(=O)N1CCCC(C(=O)NC2CCCCC2C)C1 (centres undefined),-1.6,-7.0
CCCCCn1c(SCC#N)nc2cc(C(=O)NCC3CCCO3)ccc2c1=O (centres undefined),1.6,10.5
COc1cccc(C2=NOC(C(=O)NCCN3CCOCC3)C2)c1 (centres undefined),-0.2,-2.3
CCN1CCCC1CNC(=O)COc1cc(=O)n(C)c2ccccc12 (centres undefined),-3.8,-9.0
COC(=O)C1C(=O)c2c([nH]c(C(=O)OCC3CCCO3)c2C)CC1C (centres undefined),1.1,2.8
O=C(OC1CCOC1=O)c1ccc2ccccc2n1 (centres undefined),-4.6,-26.6
Cc1nonc1NC(=O)N1CCCC1,-4.6,-5.7
Cc1cccc(NC(=O)c2oc3ccc(S(=O)(=O)N4CCOCC4)cc3c2C)c1C,-0.1,12.5
CN1CCN(C(=O)C(Cc2ccccc2)NS(=O)(=O)c2ccc3c(c2)CCC(=O)N3)CC1 (centres undefined),-4.1,-8.9
Cc1sc2nc(SCC(=O)N3CCN(CCO)CC3)n(-c3ccccc3)c(=O)c2c1C,0.2,9.7
CC(=O)Nc1ccc(S(=O)(=O)N2CCN(c3ccc(C)c(Cl)c3)CC2)cc1,2.3,16.9
C=CCn1c(=O)[nH]c2cc(C(=O)N3CCN(c4cccc(Cl)c4)CC3)ccc2c1=O,-3.6,-11.8
COc1cc(C(=O)NCc2nnc(SCC(=O)N3CCC(C)CC3)o2)cc(OC)c1OC,2.5,9.2
CCn1c(C(=O)NCc2cccnc2)cc2sc(Cl)cc21,-3.7,-8.5
CCCCN(CCCNC(=O)CN1C(=O)COc2ccccc21)c1ccccc1,-1.5,-2.1
Cc1ccc(NC(=O)CSc2nnc(CCCCCNC(=O)OC(C)(C)C)o2)c(C)c1,2.2,10.0
CC(=O)Nn1c(C)nnc1-n1nc(C)cc1C,-0.3,-6.7
CC1CCC(NC(=O)CN2CCCN(Cc3ccc(F)cc3Cl)C2=O)CC1 (centres undefined),-1.5,-7.5
Cc1cccc(CSC2=NCCN2C(=O)C2CC2)c1,0.6,3.0
COC(=O)CCN1CCC(C(N)=O)CC1,-1.1,-0.8
COC(=O)c1sccc1NC(=O)c1ccncc1,0.1,4.6
COc1ccc(-n2c(Cc3cccn3C)nnc2SCC(=O)Nc2cccc(C)c2C)cc1,-2.0,-5.4
CCC(C(=O)NCCN1CCN(C)CC1)n1c(C)c2cnn(-c3ccccc3)c(=O)c2c1C (centres undefined),-4.0,-4.4

# Individual results from the results shown:
# For QS inhibitor, C=CCn1c(=O)[nH]c2cc(C(=O)N3CCN(c4cccc(Cl)c4)CC3)ccc2c1=O is entered as -3.6
# For QS inhibitor GFP MFI %, Cc1nonc1NC(=O)N1CCCC1 is entered as -5.7
# For QS inhibitor, CCN(C(C)=O)c1nnc(CSc2nc3ccccc3s2)s1 is entered as 2.8
# For QS inhibitor GFP MFI %, COC(=O)c1sccc1NC(=O)c1ccncc1 is entered as 4.6
# For QS inhibitor GFP MFI %, CCOC(=O)N1CCC(N2CC34C=CC(O3)C(C(=O)Nc3ccc(F)cc3)C4C2=O)CC1 (centres undefined) is entered as 32.2
# For QS inhibitor, COc1cccc(C2=NOC(C(=O)NCCN3CCOCC3)C2)c1 (centres undefined) is entered as -0.2
# For QS inhibitor GFP MFI %, COC(=O)C1C(=O)c2c([nH]c(C(=O)OCC3CCCO3)c2C)CC1C (centres undefined) is entered as 2.8

# Later entries.
Compound,QS inhibitor,QS inhibitor GFP MFI %
COc1ccc(Cn2nnc3c(=O)[nH]c(C(=O)NCCc4ccc(F)cc4)nc32)cc1OC,-3.3,-5.6
Cc1ccc(-n2c(Cc3cccn3C)nnc2SCC(=O)NC2CCCCC2)cc1,4.2,50.0
CC(=O)Cc1nsc(NC(=O)C2Cc3ccccc3C(=O)O2)n1 (centres undefined),-11.7,-8.6
CCOC(=O)c1ccc(CNC(=O)C(Cc2c[nH]c3ccccc23)NC(C)=O)o1 (centres undefined),-2.0,1.5
O=C(Nc1ccc(OC(=O)c2ccncc2)cc1)c1ccncc1,-2.1,0.8
O=C(CSc1nnc(CNC(=O)c2cccs2)o1)NC1CCCCC1,3.0,22.9
O=S1(=O)CC(N2CCCCC2)C(N2CCCCC2)C1 (centres undefined),-0.8,-6.1
O=C(O)c1cc(=O)c2c(OCC(O)COc3cccc4oc(C(=O)O)cc(=O)c34)cccc2o1,-4.1,-20.1
Cc1ccc(CS(=O)(=O)CCC(=O)NCCCOC(C)C)cc1,6.4,45.9
Cc1ccc2cc(CN(CCN3CCOCC3)C(=O)NCc3ccccc3)c(=O)[nH]c2c1C,-1.6,-7.5
CC(=O)N(C(C)=O)c1c(C#N)c(C)n(-c2ccccc2)c1C(=O)c1ccccc1,2.0,4.2
COCCn1c(SCC(=O)Nc2ccc3c(c2)OCCO3)nc2c(c1=O)SC(C)C2 (centres undefined),-1.0,1.2
COc1ccccc1C1/C(=C(/O)c2ccccc2)C(=O)C(=O)N1CCO (centres undefined),-1.9,-1.3
Cc1ccc(-n2c(O)cnc2Nc2nc(C)cc(C)n2)cc1,3.6,8.4
CCOCC(=O)Nc1cc(-c2cn3cccnc3n2)ccc1C,6.1,20.9
Cc1cc2c(c(=O)n1CCc1ccccc1)C(C(C)C)C(C#N)=C(N)O2 (centres undefined),-0.6,6.2
Cc1ccc(-n2c(=O)[nH]c3c(C(N)=O)nc(-c4ccc(C)o4)nc32)cc1,-10.4,-17.5
O=C(NC1CCCCC1)c1cnn2c(C(F)(F)F)cc(-c3ccco3)nc12,0.2,-1.8
CN(C)C(=O)COc1ccc2cc(-c3ccccc3)c(=O)oc2c1,0.1,-1.1
O=C(NCCc1ccccc1)C1CCCN(S(=O)(=O)c2cccc3nonc23)C1 (centres undefined),1.3,53.2
FC(F)(F)c1cc(-c2ccco2)nc(NCc2ccco2)n1,-5.7,-9.7

# Rewritten with the structure last: part of the list above.
QS inhibitor | QS inhibitor GFP MFI % | smiles
6.4 | 45.9 | Cc1ccc(CS(=O)(=O)CCC(=O)NCCCOC(C)C)cc1
-1.6 | -7.5 | Cc1ccc2cc(CN(CCN3CCOCC3)C(=O)NCc3ccccc3)c(=O)[nH]c2c1C
2.0 | 4.2 | CC(=O)N(C(C)=O)c1c(C#N)c(C)n(-c2ccccc2)c1C(=O)c1ccccc1
-1.0 | 1.2 | COCCn1c(SCC(=O)Nc2ccc3c(c2)OCCO3)nc2c(c1=O)SC(C)C2 (centres undefined)
-1.9 | -1.3 | COc1ccccc1C1/C(=C(/O)c2ccccc2)C(=O)C(=O)N1CCO (centres undefined)

# Screening results as filed in PubChem BioAssay.

# An excerpt; rates above refer to the full screens.
